Nrf2 inh: Nrf2 pathway inhibition. A549 ARE-Fluc reporter, luciferase luminescence, 18-24 h. actives 2.1% (n = 360,000). Potency, µM (top dose mostly 46 µM), without a hit: top-dose activity change, negative = inhibition, hits mostly inhibitors; note: % is set by controls: 0 for no effect and ±100 for the full control effect; nearly all actives have a fitted effect of over 60% in size
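Nrf2 activity is the BugLite luminescence, read 15 min after reagent at room temperature, following CellTiter-Fluor cytotoxicity readout (30 min, 37C). Compound titrations were applied for 18-24 h to 5000 A549 ARE_Fluc cells/well in 5% FBS OPTI-MEM.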
HepG2 tox: HepG2 cytotoxicity, counter-screen for TGF-b inhibitors; HepG2 CAGA-GFP viability, ATP luminescence, 18 h; Potency, µM (titrated, usually from 46.1 µM), for the others: at the top dose activity change, negative = cytotoxicity, usual class: cytotoxic; actives 0.76% (n = 410,000); AID 588856; note: some results filed as inactive show a strong effect at the top dose
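HepG2 CAGA-GFP cells (1000/well, DMEM with 1% FBS) received compound, then TGF-beta at 500 pg/mL final, and were incubated 18 hours at 37 degrees C. Viability was read by CellTiter-Glo luminescence. Media-only wells were set as complete cell-killing and DMSO as no toxicity.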
A549 viability: A549 cytotoxicity, counter-screen for Nrf2 inhibitors | A549 ARE-Fluc cells, CellTiter-Fluor viability, 18-24 h | Potency, µM (highest dose often 46 µM), inactives show at the highest dose activity change, negative = cytotoxicity, hits mostly inhibitors | actives 0.16% (n = 390,000); note: % is set by controls: 0 for no effect and ±100 for the full control effect
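A549 ARE-Fluc cells in 5% FBS OPTI-MEM, 5000 cells/well, rested 2 h then exposed to compounds in concentration-response for 18-24 h at 37 °C. Viability by CellTiter-Fluor fluorescence (Ex 405/Em 525) after 30 min; luciferase luminescence (BugLite, 15 min, RT) read afterwards.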
EPAC2 antagonist: EPAC2 (human) antagonism | EPAC2 GEF exchange of Rap1B-BODIPY-GDP, fluorescence | Potency, µM (doses to about 114 µM), without a hit: top-dose activity, negative = inhibition, usual class: inhibitors | actives 0.18% (n = 360,000); note: % is set by controls: 0 for no effect and ±100 for the full control effect; nearly all actives have a fitted effect of over 45% in size; many of its hits are not listed in these tables
Target sequence (Q8WZA2 whole entry, looked up): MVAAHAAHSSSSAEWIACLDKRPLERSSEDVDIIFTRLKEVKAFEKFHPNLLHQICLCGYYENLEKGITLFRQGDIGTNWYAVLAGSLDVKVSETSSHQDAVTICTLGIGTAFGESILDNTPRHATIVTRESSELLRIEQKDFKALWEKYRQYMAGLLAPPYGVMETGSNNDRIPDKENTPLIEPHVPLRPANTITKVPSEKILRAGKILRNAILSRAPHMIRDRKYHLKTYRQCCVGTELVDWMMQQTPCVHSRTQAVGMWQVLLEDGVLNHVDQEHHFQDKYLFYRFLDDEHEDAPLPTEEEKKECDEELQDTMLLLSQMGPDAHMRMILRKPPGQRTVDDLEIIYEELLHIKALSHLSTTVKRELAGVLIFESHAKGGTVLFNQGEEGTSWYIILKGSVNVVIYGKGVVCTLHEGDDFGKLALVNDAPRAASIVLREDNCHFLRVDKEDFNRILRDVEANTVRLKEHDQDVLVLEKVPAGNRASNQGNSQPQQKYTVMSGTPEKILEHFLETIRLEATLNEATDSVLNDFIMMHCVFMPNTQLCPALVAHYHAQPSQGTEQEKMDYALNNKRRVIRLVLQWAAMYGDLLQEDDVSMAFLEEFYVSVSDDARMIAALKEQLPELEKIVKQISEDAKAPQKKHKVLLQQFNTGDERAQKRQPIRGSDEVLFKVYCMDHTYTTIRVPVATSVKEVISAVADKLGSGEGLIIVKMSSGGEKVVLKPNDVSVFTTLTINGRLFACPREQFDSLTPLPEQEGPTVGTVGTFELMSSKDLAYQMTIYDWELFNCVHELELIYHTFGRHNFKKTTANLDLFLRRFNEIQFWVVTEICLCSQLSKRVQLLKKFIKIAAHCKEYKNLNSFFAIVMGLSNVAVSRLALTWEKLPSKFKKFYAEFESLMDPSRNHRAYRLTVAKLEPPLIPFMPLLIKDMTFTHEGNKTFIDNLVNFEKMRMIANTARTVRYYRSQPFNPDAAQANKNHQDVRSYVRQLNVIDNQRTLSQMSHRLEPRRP
TGFb SMAD3 inh: blocks TGF-b signaling; AID 588855; HepG2 CAGA-GFP TGF-b/SMAD3 reporter, GFP fluorescence, 18 h; TGF-beta stimulated, 500 pg/mL final; Potency, µM (doses to about 46.1 µM), inactives show at the top dose activity, negative = inhibition, usual class: inhibitors; actives 1.2% (n = 410,000); note: % is set by controls: 0 for no effect and ±100 for the full control effect; nearly all actives have a fitted effect of over 65% in size
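TGF-beta reporter screen: HEPG2 CAGA-GFP, 1% FBS, 500 pg/mL TGF-beta final, 18 h; per-cell GFP summed per well; curves fitted and categorized by class.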
Nrf2 ARE act: activators of Nrf2 (ARE) signaling; Potency, µM (highest dose often 46.1 µM), for the others: at the highest dose activation, hits mostly activators; AREc32 ARE-luciferase reporter (MCF7-derived line), luminescence, 24 h; actives 0.31% (n = 410,000); AID 624171; note: % of control where 0% means no effect; nearly all actives have a fitted effect of over 65% in size
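Nrf2 activation is followed as ARE-luciferase induction in the AREc32 line after one day of compound treatment; luminescence is read with Steady-Glo.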
S2 tox: viability counter-screen for ATXN expression inhibitors; actives 0.49% (n = 400,000); S2 cells (HEK-293 line with an ATXN2-luciferase reporter) viability, CellTiter-Fluor protease fluorescence, 24 h; Potency, µM (highest dose often 56.7 µM), actives largely listed as cytotoxic; note: nearly all actives have a fitted effect of over 40% in size
MCF10A rerep: induces DNA re-replication in MCF 10a normal breast cells; Potency, µM (top dose mostly 46.1 µM), for the others: at the highest dose activity, positive = re-replication, hits mostly activators; AID 624296; MCF 10A DNA re-replication, Hoechst nuclear intensity, 48 h; actives 2.9% (n = 350,000); note: % of control where 0% means no effect; nearly all actives have a fitted effect of over 50% in size
ATXN2 expr inh: reduces ATXN2 reporter expression in HEK-293 cells. actives 0.72% (n = 360,000). HEK-293 ATXN2-luciferase reporter, luminescence, 24 h. Potency, µM (top dose mostly 57 µM), inactives show top-dose activity change, negative = inhibition, most hits filed as inhibitors. AID 1745845; note: % is set by controls: 0 for no effect and ±100 for the full control effect; nearly all actives have a fitted effect of over 55% in size
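qHTS (up to 57 uM final) was run with 24 h compound exposure of reporter cells at 37 °C. Each well was multiplexed: SteadyGlo luminescence measured ATXN2-luciferase expression after a fluorogenic Gly-Phe-AFC viability readout (25 uM final).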
Active calls of the source: *; i = inactive; ? = inconclusive; . = no result given; & = joins results of further samples; [ ] = dose if it differs, or a comment. Calls come from the whole dose curve; as a rule, active = well fitted curve in the direction sought with a large enough effect; inconclusive = small, poorly fitted or top-dose-only effect, or another doubt; inactive = no such curve, though single readings can be large; an effect the other way counts as inactive or inconclusive. Potency is the fitted concentration of half-maximal effect. A portion of the library. The share of hits here may be higher or lower than overall.

Each structure is followed by: Nrf2 inh	HepG2 tox	A549 viability	EPAC2 antagonist	TGFb SMAD3 inh	Nrf2 ARE act	S2 tox	MCF10A rerep	ATXN2 expr inh
O=C(Nc1ccc(Br)cc1)c1cccc(N2C(=O)C3C4CCC(C4)C3C2=O)c1 (configuration not stated)
→ ?	-18%	-14%	-17%	-32%	2.1%	i	?	-19%
Cn1c(N2C(=O)CC(Cc3ccccc3)C2=O)nc2ccccc21 (configuration not stated)
→ 21%	-13%	-1%	-6%	-9%	-0.7%	i	-3%	-6%
O=C(CN1C(=O)c2cccc3cccc1c23)NCc1cccnc1
→ .	1%	?	-6%	-1%	0.0%	i	-1%	-4%
CN1CCN(S(=O)(=O)c2cccc(C(=O)N(Cc3ccccc3)c3ccccc3)c2)CC1
→ 4%	1%	5%	-6%	22%	0.3%	i	15%	0%
CCNC(=O)C1CC(=O)OC12CCCCC2 (configuration not stated)
→ -6%	-17%	4%	-6%	-1%	0.1%	i	9%	75%[activator]
CCC(C)c1ccc(C(C)NC(=S)NCc2ccc(F)cc2)cc1 (configuration not stated)
→ 15µM*	-23%	-21%	-28%	18µM*	1.3%	i	?	?
CCC(CC)NC(=O)c1ccc2c(c1)OCCO2
→ 16%	1%	-11%	10%	-6%	-0.6%	i	71%[0.0737 µM]	6%
O=C(Nc1ccc(Br)cc1F)c1ccc2c(c1)N(Cc1ccccc1)C(=O)CS2=O (configuration not stated)
→ ?	-34%	7%	5%	-20%	0.5%	?	2%	?
O=C(CNS(=O)(=O)c1cccc(C(F)(F)F)c1)Nc1ccccc1F
→ -18%	-25%	0%[1.84 µM]	-6%	-16%	-0.1%	i	-8%	-3%
O=C(NCCCn1ccnc1)C(=O)NCc1ccc(Cl)cc1
→ -24%	-24%	0%	8%	33%[activator]	0.0%	i	-20%	-5%
COc1ccc(OC)c(CN2CCN(C(=O)c3cccc(S(=O)(=O)Nc4ccccc4OC)c3)CC2)c1
→ -11%	-17%	-2%	6%	-3%	-0.1%	i	1%	-3%
Cc1nc(C(F)(F)F)ccc1C(=O)N1CCC1(C)C(=O)NS(=O)(=O)c1ccc(F)cc1F (configuration not stated)
→ .	6%	.	5%	?	-0.7%	i	.	11%
CC(=O)Nc1c(O)cc(Br)c2nonc12
→ 6%	2%	0%	.	17%	.	.	.	.
COc1ccc(NC(=O)CSc2n[nH]c(-c3ccccc3)n2)cc1Cl
→ .	-14%	-11%	.	-27%	5.6%	.	.	.
CCOC(=O)c1[nH]c2ccc(OC)cc2c1NC(=S)N1CCN(c2cccc(Cl)c2)CC1
→ 0%	-44%	-3%	13%	?	4.3%	?	9%	-17%
Cc1c(C)c2ccc(OCC(=O)N3CCN(c4ccccc4)CC3)cc2oc1=O
→ ?	-3%	6%	3%	13%	4.0%	i	0%	-25%
CCOC(=O)c1c(C)[nH]c(C(=O)COC(=O)[C@H](C)N2C(=O)C3CCCCC3C2=O)c1C (some centres not stated)
→ 8%	8%	16%	8%	1%	1.1%	i	?	-13%
O=C(CSc1nnc(-c2cccnc2)s1)Nc1cccc(C(=O)O)c1
→ 18%	4%	1%	13%	0%	-0.3%	i	-8%	-13%
COc1ccc(C2(CNC(=O)C(c3ccccc3)c3ccccc3)CCOCC2)cc1OC
→ 9%	-7%	-8%	3%	24%	0.0%	i	0%	-1%
Cc1cccc(NC(=O)c2cc(Cl)nc3ccccc23)c1
→ 1%	-17%	4%	-7%	26%	0.5%	i	1%	2%
O=C(CSc1n[nH]c(=O)n1Cc1ccco1)Nc1ccccc1
→ 7%	-27%	-2%	6%	0%	-0.6%	i	-1%	-21%
CCc1ccccc1N(CC)C(=O)c1cc2c(s1)-c1ccccc1OC2
→ ?	-33%	2%	.	?	0.7%	i	.	-38%
C=C(C)C(=O)N1CC2(CC(c3cccc(NC(=O)CC(c4ccccc4)c4ccccc4)c3)=NO2)C[C@H]1C(N)=O (some centres not stated)
→ ?	-17%	?	-5%	-4%	7.0%	i	-4%	-24%
COc1cccc(-c2cc3nc(NCc4ccc(C)cc4C)n(C)c(=O)c3s2)c1
→ .	-26%	.	1%	-27%	1.0%[9.22 µM]	i	.	21%
CC1(C)ON=C(c2ccc(C(F)(F)F)cc2)NC1=O
→ .	-2%	.	12%	-1%	0.8%	i	.	20%
Cc1nc2ccccc2c(=O)n1/N=C/c1ccccc1OC(F)F
→ 2%	2%	-1%	6%	2%	-0.5%	i	-6%	0%
COc1ccccc1NC(=O)C1=C(C)Nc2nc(-c3cccs3)nn2C1c1cccc(O)c1 (configuration not stated)
→ ?	-3%	-15%	-9%	0%	5.4%	i	1%	2%
CCC(NC(=O)C(C)NC)C(=O)N1CCCC1C(=O)NC1CCCc2ccccc21 (configuration not stated)
→ -2%	7%	1%	-1%	11%	-0.2%	i	?	-3%
CNCCOc1ccccc1C(C)(C)C
→ 16%	-10%	?	-2%	0%	-0.1%	i	3%	-7%
O=C(NC1CCCCC1)c1ccc2c(c1)OCO2
→ ?	-36%	-5%	8%	3%	-0.5%	?	-2%	23%
CCN1C(=O)[C@H]2[C@@H](c3ccc(Cl)cc3)N3C(=O)CN(CC4CC4)C(=O)[C@@]3(C)[C@H]2C1=O
→ -5%	5%	-3%	14%	?	-1.2%	i	?	10%
CCc1ccc(NC(=O)CSCc2ccc(C(=O)O)cc2)cc1
→ -16%	-17%	3%	0%	-7%	-1.2%	i	-1%	-1%
Cc1cc(OCC(=O)NCCc2nc3ccccc3[nH]2)cc(C)c1Cl
→ ?	-45%	2%	.	20µM*	5.4%	.	.	.
Cc1nonc1CN(C)C(=O)CC1C(=O)NCCN1Cc1ccccc1C(F)(F)F (configuration not stated)
→ 13%	-16%	1%	-8%	3%	0.0%	i	3%	-2%
CN(CCc1ccccn1)C(=O)CCC1CCCN(Cc2ccccc2OC(F)F)C1 (configuration not stated)
→ 0%	-17%	0%	1%	9%	-0.4%	?	-19%	-10%
O=C(NCC1CCCO1)C1CC(=O)N(c2ccccc2)C1 (configuration not stated)
→ 13%	-9%	-1%	0%	12%	-0.7%	i	6%	7%
CCc1ccccc1NC(=O)CSc1nncn2c1cc1oc(C)cc12
→ -20%	-22%	6%	.	?	14%	.	.	.
COc1ccc2c(c1)oc1c(SCc3nc4ccccc4[nH]3)nc(C)nc12
→ ?	-18%	-8%	-3%	-5%	7.3%	?	?	-18%
CCN1CCSc2ccc(C(=O)NCc3ccc(OC(C)C)cc3)cc21
→ ?	-16%&-6%	-1%&3%	0%	-2%	0.3%&0.3%	i	-2%	-16%
Cc1ccc(OCC(=O)NNC(=O)[C@@H]2CCCC[C@@H]2C(=O)O)c(Br)c1
→ 7%	-4%	-3%	3%	1%	0.4%	i	-6%	11%
Cc1ccc(S(=O)(=O)N2CCC(C(=O)Nc3cc(C(F)(F)F)ccc3N3CCOCC3)CC2)cc1C
→ -7%	-10%	-4%	3%	?	0.2%	i	-5%	-13%
O=C1CCC([N+](=O)[O-])C(c2ccccc2C(F)(F)F)N1 (configuration not stated)
→ 7%	-6%	-1%	-4%	3%	0.1%	i	-10%	6%
O=C(OCCOc1ccccc1F)c1cccc(S(=O)(=O)N2CCOCC2)c1
→ 1%	2%	1%	2%	2%	3.1%	i	1%	0%
CCCCOc1ccc(-c2csc(N)n2)cc1[N+](=O)[O-]
→ ?	-36%	?	-11%	?	5.6%	i	25%	125%[activator]
O=C(Nc1nc(-c2cccc(Br)c2)cs1)Oc1ccccc1
→ 13%	-2%	6%	-6%	1%	3.4%	i	?	23%
CC(=O)Nc1ccc(NC(=O)C(C)OC(=O)CCC(=O)c2ccc(F)cc2)cc1 (configuration not stated)
→ ?	12%	-2%	6%[57.1 µM]	0%	-0.5%	i	-2%	8%
COc1ncccc1C(=O)N1CCCC(C(=O)Nc2cccc(-c3ccc(F)cc3)c2)C1 (configuration not stated)
→ .	-37%	.	-6%	-8%	5.2%	i	.	.
CCCCn1c(N)c(N(CC)C(=O)c2ccc(C#N)cc2)c(=O)[nH]c1=O
→ 0%	-5%	2%	13%	9%	-0.1%	i	-6%	9%
O=C(Cc1cccc(NC(=O)C2CCCN(C(=O)CCc3ccccc3)C2)c1)Nc1ccc(C(=O)N2CCCCC2)cc1 (configuration not stated)
→ ?	-9%	10%	13%	?	3.9%	?	-32%[inhibitor]	-22%
CC(=O)c1c(C)[nH]c(C(=O)Nc2cc(S(=O)(=O)N3CCCCC3)ccc2C)c1C
→ ?	-4%	2%	2%	-10%	10%	i	5%	12%
CCc1cccc(NC(=O)c2ccc(Br)o2)c1
→ 14%	-16%	-1%	5%	3%	8.4%	i	-2%	26%
COCCCN1C(=O)C(=O)/C(=C(/O)c2ccc3c(c2)CC(C)O3)C1c1cccnc1 (configuration not stated)
→ 7%	-9%	-8%	-7%	8%	0.0%	i	22%	5%
O=C(NC(=S)Nc1ccccc1N1CCOCC1)c1ccc([N+](=O)[O-])cc1
→ -2%	0%	14%	9%	-11%	0.1%[9.22 µM]	i	10%	-2%
COCCNc1nc2c(c(=O)n(Cc3ccc(OC)cc3)c(=O)n2C)n1C
→ 3%	-4%	-1%	6%	8%	-0.6%	i	5%	0%
CCOC(=O)c1ccc(NC2(c3ccccc3)C(=O)c3ccccc3C2=O)cc1
→ -20%	2%	2%	.	-11%	0.3%	?	.	-5%
Cc1c(Br)cccc1NC(=O)C1(C)CCN1CCc1ccccc1 (configuration not stated)
→ .	-30%	.	-22%	?	4.5%	i	.	-19%

Some values from the list.
In TGFb SMAD3 inh, COc1ccc2c(c1)oc1c(SCc3nc4ccccc4[nH]3)nc(C)nc12 has the entry -5%
In HepG2 tox, CC(=O)c1c(C)[nH]c(C(=O)Nc2cc(S(=O)(=O)N3CCCCC3)ccc2C)c1C has the entry -4%
